Yeast life ext – compounds extending yeast replicative lifespan, primary screen, S. cerevisiae, OD615; S. cerevisiae growth with nicotinamide; deaD strain in restrictive glucose medium; 130,000 compounds, 0.68% hits; inhibition of the nicotinamide effect, % at 10 µM;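 active = inhibition above a set limit, placed 3 SD over the median of all compounds, cut at about 26% in these data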;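 note: 0% = nicotinamide-treated wells and 100% = cells grown without nicotinamide; some compounds called inactive have numbers as strong as hits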
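assay system = DeaD-strain S. cerevisiae | measured by = absorbance at 615 nm | probe or stimulus = nicotinamide 1.5 mM | buffer or medium = CSMM-D glucose medium, restrictive | times = 48 h at 30 °C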
HCT116 bCat-KO – primary screen for growth suppressors in beta-catenin knockout HCT116 cells (colon tumor, human); viability, % at 10 µM; 140,000 compounds, 1.5% hits; AID 818, 2007; HCT116 beta-catenin knockout viability, CellTiter-Glo, 60 h; active compounds read low;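 active = viability at or under a set limit, the compound median less 4 SD, cut at about 6% in these data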;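 note: 0% = Hyamine 1622 control at 20 µM and 100% = untreated cell control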
E-sel TNF inh – E-selectin induction blockers in HUVEC – imaging, immunofluorescence, high content, primary screen. inhibition, % at 2 µM. 120,000 compounds, 0.71% hits. HUVEC TNFa-induced E-selectin immunofluorescence;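 active = inhibition above the batch mean plus 3 SD, and confirmed as a hit on visual image review, cut at about 43% in these data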;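 note: 0% = TNF-stimulated DMSO wells and 100% = unstimulated control wells; not every result past the cut was called active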
MRP-1 activ – H69AR viability gain despite doxorubicin, primary screen, MRP-1 activator project, H69AR cells, CellTiter-Glo. viability rescue. viability increase, % at 10 µM. 140,000 compounds, 0.61% hits. AID 799, 2007;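 active = viability gain under doxorubicin at or above a set limit, the compound median plus 3 SD, cut at about 4.7% in these data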;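 note: MRP-1 overexpressing cells given doxorubicin 25 µM after compound pretreatment; 18-22 h compound pretreatment then 72 h with doxorubicin before readout; 0% = doxorubicin-only wells and 100% = vehicle-treated cells without doxorubicin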
GALR2 antag – GALR2 antagonists in receptor-expressing cells, primary screen. Galanin receptor type 2 (Homo sapiens), O43603. antagonist mode. inhibition, % at 4 µM. 140,000 compounds, 0.39% hits; in the data active = inhibition above about 27%;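 note: cells stimulated with galanin 1-16 at roughly its EC80; 0% = agonist challenge control and 100% = basal control without agonist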
Target sequence (O43603 whole entry, looked up): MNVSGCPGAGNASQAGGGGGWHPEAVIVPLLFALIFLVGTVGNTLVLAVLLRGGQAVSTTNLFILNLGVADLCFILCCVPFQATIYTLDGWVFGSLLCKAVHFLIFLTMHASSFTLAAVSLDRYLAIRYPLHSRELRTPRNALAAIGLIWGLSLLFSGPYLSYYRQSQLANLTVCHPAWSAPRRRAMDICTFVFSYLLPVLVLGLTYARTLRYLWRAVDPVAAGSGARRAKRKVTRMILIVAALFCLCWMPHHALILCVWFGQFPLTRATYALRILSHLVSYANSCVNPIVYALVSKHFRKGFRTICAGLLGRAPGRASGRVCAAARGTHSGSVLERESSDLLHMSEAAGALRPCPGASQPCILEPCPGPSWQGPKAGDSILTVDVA
NPY-Y2 antag – NPY-Y2 receptor antagonists, primary screen, cell-based. Neuropeptide Y receptor type 2 (Homo sapiens), P49146. NPY-Y2 expressing cells, antagonist mode. inhibition, % at 2.7 µM. 140,000 compounds, 0.99% hits; in the data active = inhibition above about 17%;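 note: 0% = vehicle with agonist challenge and 100% = reference antagonist with challenge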
Target sequence (P49146 whole entry, looked up): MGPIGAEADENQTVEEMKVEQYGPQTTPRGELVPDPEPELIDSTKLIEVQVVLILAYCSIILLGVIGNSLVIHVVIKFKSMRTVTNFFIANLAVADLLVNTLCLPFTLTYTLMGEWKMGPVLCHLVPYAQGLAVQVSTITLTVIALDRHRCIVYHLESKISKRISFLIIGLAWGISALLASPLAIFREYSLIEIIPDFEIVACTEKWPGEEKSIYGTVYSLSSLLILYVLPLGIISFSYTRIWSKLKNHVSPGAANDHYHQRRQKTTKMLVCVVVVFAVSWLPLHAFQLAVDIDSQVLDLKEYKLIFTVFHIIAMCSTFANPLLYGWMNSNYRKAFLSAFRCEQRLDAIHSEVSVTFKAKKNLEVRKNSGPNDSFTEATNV
Measles CPE – compounds protecting cells from measles virus cytopathic effect, primary screen, measles RdRp inhibitor project, single point, MLSMR library, absorbance; protection (pct of control), % at 4 µM; 140,000 compounds, 1.5% hits; AID 841, 2007; Measles virus-infected cells, CPE protection; in the data active = protection mostly above about 24%, no sharp cut-off; inactive = mostly below about 26%; note: some compounds called inactive have numbers as strong as hits
PTEN del growth – growth suppression of PTEN-null HCT116, primary screen, cell-based, CellTiter-Glo | HCT116 PTEN-null viability, 60 h; active compounds read low | viability, % at 10 µM | AID 827, 2007 | 140,000 compounds, 1.2% hits;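 active = viability at or below a set limit, 4 SD under the median of all tested compounds, cut at about 3.7% in these data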;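 note: PTEN knockout HCT116 line with beta catenin targeted HCT116 as companion control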
BB579 growth dn – growth inhibitors of yeast BB579 in restrictive medium, primary screen, yeast lifespan-shortening project, S. cerevisiae | 140,000 compounds, 0.51% hits | OD615, 48 h | inhibition, % at 10 µM;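 active = inhibition above a set limit, 3 SD over the mean compound inhibition, cut at about 44% in these data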; note: inactives centre near -24
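Assay system – yeast BB579 (DeaD) · Dosing – single compound dose of 10 µM, 0.25% DMSO final · Detection – OD615 turbidity measurement · Buffer or medium – CSMM-D restrictive synthetic medium containing dextrose (glucose) · Benchmarks – positive control amphotericin B 10 µg/mL · Incubation – 48 h exposure, 30 °C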
Phagocyt inh – inhibitors of macrophage phagocytosis, primary screen, imaging, J774A.1 cells, IgG beads; 110,000 compounds, 0.07% hits; J774A.1 macrophage IgG-bead phagocytosis; inhibition, % at 5 µM;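 active = inhibition above the mean of the plate negative controls plus 5 SD, cut at about 13% in these data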;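 note: phagocytic index as fraction of beads internalized from green versus red external bead signal; plate controls were DMSO negative control for no effect and cytochalasin-D positive control for full effect; some results beyond the cut were filed as inactive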
Active calls of the source: *; nt = not tested or not shown.

SMILES	Yeast life ext	HCT116 bCat-KO	E-sel TNF inh	MRP-1 activ	GALR2 antag	NPY-Y2 antag	Measles CPE	PTEN del growth	BB579 growth dn	Phagocyt inh
COc1ccc(C)cc1NC(=O)CNC(=O)Cn1ccc2ccccc2c1=O	-7.9	97.4	10.6	-2.3	-15.1	1.7	20.1	105.5	-13.6	nt
O=P(COc1ccccc1)(c1ccccc1)c1ccccc1	-3.2	103.8	18.2	-2.1	2.6	0.1	4.9	107.6	-24.9	nt
CC(CN1CCOCC1)C(=O)O (centres undefined)	-2.5	96.0	-3.5	-1.6	-8.9	2.3	14.6	100.4	-36.6	nt
COc1ccc(C(=O)Nc2ccc([N+](=O)[O-])cn2)c(OC)c1	-3.4	79.4	nt	-3.3	1.0	1.4	4.9	77.3	-19.1	4.8
CCN1CCN(CCNC(=O)CCCCCn2c(=O)[nH]c3cc(C(=O)OC)ccc3c2=O)CC1	-7.2	94.4	-65.7	-0.2	-1.3	8.3	19.7	112.0	-39.0	nt
CCOc1ccc(NC(=O)CS(=O)(=O)c2cn(C)c3ccccc23)cc1	-6.0	92.7	nt	-1.3	-1.2	4.2	5.1	95.9	4.1	-0.6
CN(Cc1nc(-c2ccncc2)no1)S(=O)(=O)c1ccccc1	-6.7	93.5	-32.9	-0.1	5.6	1.4	5.8	97.3	-23.9	1.2
CCCCC(=O)N1CCCC(c2nc3c(nnn3Cc3cc(C)ccc3C)c(=O)[nH]2)C1 (centres undefined)	-9.1	67.1	6.3	-5.5	-0.6	3.6	13.1	68.6	-12.4	0.3
Cc1ccc(SCc2c(C#N)c3ccccc3n2C)cc1	nt	99.0	4.7	-0.9	8.5	15.3	6.5	95.6	-42.8	nt
Cc1ccc(C)c(C(=O)N(Cc2nc(-c3ccc(Cl)cc3)no2)C(C)C)c1	5.3	48.2	nt	2.4	-1.1	9.3	3.3	63.6	-34.6	-0.1
Cc1cc(CNC(=O)C(C)Cc2ccccc2)nn1C (centres undefined)	1.2	87.6	14.5	-2.5	5.1	1.1	2.3	90.2	-17.7	nt
CCOc1ccccc1NC(=O)CC1Nc2ccccc2NC1=O (centres undefined)	nt	82.4	-46.3	-5.1	4.8	1.0	6.4	71.5	-31.1	nt
COc1ccc(/C=C/c2nnc(NC(=O)CSc3ccc(Cl)cc3)s2)cc1	-5.0	73.7	nt	-7.4	-19.4	3.2	2.6	61.7	-16.9	2.0
O=C1OC(Cc2ccncc2)C(O)=C1C1=NCCCN1 (centres undefined)	0.8	97.3	nt	-0.7	-3.5	0.2	6.7	105.0	-6.5	-3.1
CCOC(=O)CCc1c(C)c2ccc(OCC(=O)N(CC)CC)c(C)c2oc1=O	-13.7	78.3	-15.6	-1.4	-1.9	-1.8	4.1	81.8	-13.4	-5.3
Cc1ccc(CC2CC(=O)N(Cc3ccco3)C2=O)cc1 (centres undefined)	-18.9	89.8	nt	-1.6	-2.8	5.4	4.9	80.0	-16.8	-0.3
Cc1nnc(NC(=O)CSc2ncnc3c2cnn3-c2ccccc2C)s1	-2.4	94.1	27.5	-0.9	3.4	0.9	13.5	91.2	-49.2	nt
O=C(Nc1ccc2c(c1)C(=O)N(c1ccccc1)C2=O)C1CCCO1 (centres undefined)	nt	96.7	-25.0	-2.6	4.0	0.4	17.2	97.5	-47.2	nt
O=C(CN1C(=O)C2C3C=CC(C3)C2C1=O)Nc1ccc(C(=O)O)cc1 (centres undefined)	-26.6	93.3	nt	-2.1	4.5	-2.4	18.1	97.6	-33.5	nt
CCC(C)NC(=O)c1ccccc1NS(=O)(=O)c1ccc(OC)c(OC)c1 (centres undefined)	-16.1	92.5	3.5	-3.3	-10.1	-3.6	6.8	85.7	-37.7	-0.8
CCOC(=O)N1CCN(C(=O)CN(c2ccc(C)c(C)c2)S(=O)(=O)c2ccccc2)CC1	-18.2	73.8	nt	-2.4	-0.1	3.5	9.0	92.8	-17.4	-0.2
O=C(CC(c1ccccc1)c1ccccc1O)NCc1ccccc1Cl (centres undefined)	-0.6	78.9	-10.7	-1.8	-6.8	14.7	1.2	67.3	-18.4	-4.2
C=CCOC(=O)c1cc(-c2ccc(/C=C3\C(=O)NC(=O)C(C#N)=C3C)o2)ccc1Cl	-12.9	108.4	-5.5	-0.2	-7.2	3.4	23.8	108.9	-59.3	-0.9
COc1ccc2c(c1OC)C(=O)N1c3ccccc3C(=O)N(c3ccccc3)C21 (centres undefined)	-6.6	52.2	-5.5	-1.5	7.0	23.0*	20.3	59.5	-58.3	-2.5
CC1(C)Cc2c(c(N3CCOCC3)nc3sc(C#N)c(N)c23)CS1	-6.5	90.6	-5.9	-0.8	-9.5	-0.6	2.9	94.8	-14.5	-0.7
CCOc1ccc(NC(=O)C[n+]2ccc(N(C)C)cc2)cc1	2.4	76.9	3.6	0.8	3.2	0.6	1.8	88.0	-19.8	-7.1
O=c1c2ccccc2nc(-c2cccs2)n1-c1ccc2ccccc2c1	-1.8	69.0	nt	-3.7	-4.2	-2.2	-0.1	66.8	-11.0	-5.6
CC(=O)/C(C#N)=C1\NC(=O)C(Cc2ccc(C)c(C)c2)S1 (centres undefined)	20.1	62.4	15.6	8.8*	-4.8	4.0	68.5*	63.8	-3.6	-2.6
Cc1c(C#N)c2ccccc2n1CC(=O)NCCc1c[nH]c2ccccc12	5.9	72.6	11.0	-4.3	5.7	0.0	11.1	69.9	3.1	0.0
N#Cc1nc(COc2ccc(Br)cc2)oc1N1CCCCCC1	-6.1	76.8	7.6	6.5*	-13.6	16.9	11.4	68.1	7.4	0.4
NC(=O)CSc1nnc(-c2ccccc2Br)n1-c1cccc(C(F)(F)F)c1	-4.9	91.6	nt	-2.4	8.5	-0.8	10.7	77.0	-10.4	-10.6
Cc1cc(C)n(-c2cc(C(C)(C)C)nc3c(-c4ccc(Cl)cc4)cnn23)n1	-19.9	92.8	0.7	-2.1	2.8	-0.5	7.4	71.4	-36.7	nt
CC(C)(C)NC(=O)CSc1nnc(NC(=O)CCn2cnc3ccccc3c2=O)s1	-10.5	95.6	-5.5	-0.9	-3.4	5.4	6.4	90.0	-13.7	nt
O=C(N/N=C\c1ccc(-c2ccc([N+](=O)[O-])cc2)o1)c1ccc2c(c1)OCO2	2.2	97.7	nt	0.1	4.8	3.4	9.7	96.0	-26.0	13.5
Cc1ccc(C)c(N(CC(=O)NC2CCCC2)C(=O)c2cc3cc4cccc(C)c4nc3s2)c1	1.7	58.4	0.8	-2.2	7.3	-1.4	15.2	55.5	-30.7	nt
CCOC(=O)c1[nH]c2ccc(F)cc2c1NC(=O)CCN1CCOCC1	8.1	89.2	4.5	-1.6	-0.4	0.7	2.8	100.8	-42.6	-1.4
CCC(C)NC(=O)c1c(N)n(/N=C/c2cccs2)c2nc3ccccc3nc12 (centres undefined)	-11.7	56.6	-24.3	-2.3	-3.2	-1.7	4.3	53.5	-16.1	4.2
Cc1ccccc1NC1=C(Cl)C(=O)N(C2CCCCC2)C1=O	-4.5	76.4	nt	-4.5	13.7	2.7	10.4	67.5	-22.9	nt
CC(C)(C)c1cc(-n2ccnc2)n2ncc(-c3ccc(Cl)cc3)c2n1	-2.3	65.5	24.0	-0.4	5.4	0.8	19.8	67.4	-15.7	-5.2
COc1ccccc1OCC(=O)NN=C(Cc1ccccc1)Cc1ccccc1	-3.2	88.9	nt	-0.8	22.3	2.9	5.6	88.7	-24.9	2.1
O=c1c(-c2ccc(Oc3ccccc3)cc2)[n+]([O-])c2ccccc2n1OCc1ccccn1	2.7	94.1	-0.5	-1.2	-5.5	2.1	10.2	98.3	-21.1	0.0
COCc1[nH][nH]c(=O)c1C=Nc1ccc(Cl)cc1	7.8	92.6	-19.3	-2.6	1.1	0.9	17.9	96.6	-20.0	nt
N#CC1(c2c(O)nc3n(c2=O)CCCS3)CCCCC1	-1.4	95.1	-2.8	-0.7	-4.1	0.8	8.7	117.6	-31.2	-0.4
CCc1[nH]nc2c1C1(CCN(C(=O)OCc3ccccc3)CC1)C(C#N)=C(N)O2	-5.8	60.3	4.8	-2.8	11.2	-0.3	33.3	35.3	-20.1	nt
Cc1ccc(N(C)C(=O)C2CCN(S(=O)(=O)c3ccc4c(c3)oc(=O)n4C)CC2)cc1	-10.9	74.3	11.5	-2.7	-11.0	0.9	20.9	78.6	-9.9	1.2
COc1ccc(CN2CCSCC2)cc1O	-12.4	93.3	-11.7	-0.3	-6.0	-1.0	8.4	102.0	-14.0	nt

A second format for part of the listing above:
canonical_smiles,Yeast life ext,HCT116 bCat-KO,E-sel TNF inh,MRP-1 activ,GALR2 antag,NPY-Y2 antag,Measles CPE,PTEN del growth,BB579 growth dn,Phagocyt inh
COc1ccc2c(c1OC)C(=O)N1c3ccccc3C(=O)N(c3ccccc3)C21 (centres undefined),-6.6,52.2,-5.5,-1.5,7.0,23.0*,20.3,59.5,-58.3,-2.5
CC1(C)Cc2c(c(N3CCOCC3)nc3sc(C#N)c(N)c23)CS1,-6.5,90.6,-5.9,-0.8,-9.5,-0.6,2.9,94.8,-14.5,-0.7
CCOc1ccc(NC(=O)C[n+]2ccc(N(C)C)cc2)cc1,2.4,76.9,3.6,0.8,3.2,0.6,1.8,88.0,-19.8,-7.1
O=c1c2ccccc2nc(-c2cccs2)n1-c1ccc2ccccc2c1,-1.8,69.0,nt,-3.7,-4.2,-2.2,-0.1,66.8,-11.0,-5.6
CC(=O)/C(C#N)=C1\NC(=O)C(Cc2ccc(C)c(C)c2)S1 (centres undefined),20.1,62.4,15.6,8.8*,-4.8,4.0,68.5*,63.8,-3.6,-2.6
Cc1c(C#N)c2ccccc2n1CC(=O)NCCc1c[nH]c2ccccc12,5.9,72.6,11.0,-4.3,5.7,0.0,11.1,69.9,3.1,0.0
N#Cc1nc(COc2ccc(Br)cc2)oc1N1CCCCCC1,-6.1,76.8,7.6,6.5*,-13.6,16.9,11.4,68.1,7.4,0.4
NC(=O)CSc1nnc(-c2ccccc2Br)n1-c1cccc(C(F)(F)F)c1,-4.9,91.6,nt,-2.4,8.5,-0.8,10.7,77.0,-10.4,-10.6
Cc1cc(C)n(-c2cc(C(C)(C)C)nc3c(-c4ccc(Cl)cc4)cnn23)n1,-19.9,92.8,0.7,-2.1,2.8,-0.5,7.4,71.4,-36.7,nt

From PubChem
